Htt clearance: mutant huntingtin protein clearance; AID 853; hit rate 0.42% among 47,000; inhibition, % at 1.5 µM; HeLa Exon1htt(103Q)mCFP, aggregate imaging; zero = plate's median compound well;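 active = inhibition of aggregate fluorescence above about 70%, also judged a hit by eye on the cell image, limit read from the data, passing the limit was not always enough; inconclusive = no rule stated for this call; inactive = not judged a hit on image review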;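 note: cells exposed to compound for three days before fixation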
Htt clearance grain fraction: recorded beside Htt clearance, whose call it bears; fraction fluorescence in grains; measured here: aggregate grain fluorescence fraction; hits give low values;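 scaled fraction of total cell fluorescence in grains with unit not stated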
* = called active by the depositor; ? = inconclusive; nt = not tested or not shown. A portion of the library; count on the stated rates, not on these rows.

Htt clearance grain fraction	Htt clearance	mol
23.5	38.4	CCc1c(C)nc2cc(-c3cccs3)[nH]n2c1=O
55.7	-41.4	COCCNC(=O)CSc1nc2ccccc2c(=O)n1CCCC(=O)NCc1ccccc1
35.4	-14.5	CCN1CCN(Cc2nc3c(c(=O)n(C)c(=O)n3C)n2CC(=O)c2ccccc2)CC1
68.1	-67.2	COc1ccccc1Oc1coc2cc(O)ccc2c1=O
41.5	-113.2	CCOc1cccc2cc(C(=O)N3CCc4ccccc4C3)c(=O)oc12
45.1	-22.6	CCC(=O)Nc1c2c(nn1-c1ccc(C)cc1C)CSC2
29.1	11.2	COc1ccc(C(=O)Nc2ccc3c(c2)nc2n3CCSC2)cc1
27.4	-52.6	CCC(=Nc1ccc(Cc2ccncc2)cc1)c1c(O)n(C)c(=O)n(C)c1=O
15.9	14.9	Cc1cccc(C)c1NC(=O)C(c1ccccc1)N1CCOCC1 (stereo not given)
57.2	-55.5	O=C1Nc2ccccc2N=C(c2ccccc2)C1N1CCOCC1 (stereo not given)
10.7	40.3	Cc1nnc2ccc(N3CCCC3)nn12
33.4	6.2	COC(=O)C1=C(C)N(c2ccccc2)/C(=C/c2cccs2)C1=O
38	23.4	CC(c1ccccc1)N1CC(C(=O)N2CCN(c3ccccc3)CC2)CC1=O (stereo not given)
54.6	-46.1	CCCCOc1ccc(C(=O)CCNC(C(=O)O)C(C)CC)cc1 (stereo not given)
16.4	17.4	CC1=CC(C)(C)N(C(=O)CSc2ncn[nH]2)c2ccccc21
23.9	47.0	CCn1c(C(=O)N2CCC(C(=O)NCc3cccs3)CC2)cc2sccc21
22.9	33.6	CCOC(=O)N1CCC(NC(=O)C2CCCN(S(=O)(=O)c3cccc4nsnc34)C2)CC1 (stereo not given)
7.14	64.6	CCNc1nc(NCc2ccccc2)nc(Oc2ccc(=O)[nH]n2)n1
24.9	10.6	Cn1c(NCc2c(O)ccc3ccccc23)nc2ccccc21
23	42.9	O=S(=O)(c1ccc(SCCO)nc1)N1CCCC1
24.4	-24.8	CS(=O)(=O)N(CC(=O)NCc1ccco1)c1ccc2c(c1)OCO2
16.3	14.2	CCNC(=O)CC1C(=O)N(c2ccccc2)C(=O)N1CCC(C)C (stereo not given)
19.1	-3.6	CC(=O)N1CCC2(CC1)CC(=O)c1cc(OCC(=O)NCc3ccco3)ccc1O2
17.8	8.0	CC(CN1CCCCC1)OC(=O)c1ccc(Cl)cc1Cl (stereo not given)
51	-63.7	O=C(c1ccco1)N1CCN(C(=O)c2ccccc2OC(=O)C23CC4CC(CC(C4)C2)C3)CC1
27.6	-25.9	O=C(CCN1CCCCCC1)Nc1cccc(Cl)c1
33.5	9.0	CCOC(=O)CCC(=O)NCc1ccc2c(c1)cc(C)n2C
14.8	24.1	CC1(c2ccccc2)CC(C)(C)N2C(=O)C3(C(C#N)=C(N)Oc4cc(O)ccc43)c3cccc1c32 (stereo not given)
50.4	-47.5	CCN1C(=O)/C(=C2\SC(N3CCCCC3)=NC2=O)c2ccccc21
26.6	26.9	Cc1ccc2c(c1)nnn2C1CCN(CC(=O)Nc2ccc3c(c2)OCCO3)CC1
19.5	7.5	Cn1nc(-c2ccccc2)c(COC(=O)c2cccc(Cl)c2)c1S(=O)(=O)c1ccccc1
28	23.9	CC1CCCCN1C(=O)C1CC(c2ccc(F)cc2)=NO1 (stereo not given)

Some of the entries so far, with values under each structure.
Results follow in this order: Htt clearance grain fraction, Htt clearance
> O=C(c1ccco1)N1CCN(C(=O)c2ccccc2OC(=O)C23CC4CC(CC(C4)C2)C3)CC1
→ 51, -63.7
> O=C(CCN1CCCCCC1)Nc1cccc(Cl)c1
→ 27.6, -25.9
> CCOC(=O)CCC(=O)NCc1ccc2c(c1)cc(C)n2C
→ 33.5, 9.0
> CC1(c2ccccc2)CC(C)(C)N2C(=O)C3(C(C#N)=C(N)Oc4cc(O)ccc43)c3cccc1c32 (stereo not given)
→ 14.8, 24.1
> CCN1C(=O)/C(=C2\SC(N3CCCCC3)=NC2=O)c2ccccc21
→ 50.4, -47.5
> Cc1ccc2c(c1)nnn2C1CCN(CC(=O)Nc2ccc3c(c2)OCCO3)CC1
→ 26.6, 26.9
> Cn1nc(-c2ccccc2)c(COC(=O)c2cccc(Cl)c2)c1S(=O)(=O)c1ccccc1
→ 19.5, 7.5

Next entries follow.
Htt clearance grain fraction	Htt clearance	mol
21.8	-8.5	O=C(c1c(F)c(F)c(F)c(F)c1F)N1CCc2ccccc21
20.9	-6.5	O=C(COc1ccc(Cl)cc1Cl)N(Cc1ccco1)C1CCS(=O)(=O)C1 (stereo not given)
36	11.3	CCOC(=O)c1csc(NC(=O)c2ccc(OC)c(OC)c2)n1
nt	?	COC(=O)c1cc(CC(=O)c2ccc(O)cc2O)c(C)o1
56.9	-34.8	Cc1cc(C)c(S(=O)(=O)N(CC(=O)NCc2cccnc2)C2CCCCC2)c(C)c1
20	5.5	CCOC(=O)C1CCN(C(=O)N(C)C)CC1
40.8	-19.8	COc1ccccc1N1CCN(Cc2nc(N)nc(Nc3ccccc3)n2)CC1
24	-1.6	Cc1[nH]n(-c2cccc(Cl)c2)c(=O)c1-c1ccccc1
32	-50.2	O=C(c1ccco1)n1nc(-c2ccccc2)nc1NCc1ccco1
33.3	-79.9	CCN(CCNC(=O)C1CCN(S(=O)(=O)CC)CC1)c1ccccc1
123	-216.2	CN1C(=O)SC(Nc2ccc(F)cc2)C1=O (stereo not given)
14.1	26.1	CC(NC(=O)Nc1ccc(O)cc1)(C(F)(F)F)C(F)(F)F
12.7	65.5	CC(=O)Nc1ccc(OC(F)(F)C(F)C(F)(F)F)c(NC(C)=O)c1 (stereo not given)
28.1	-60.3	CSc1ccc(C(=S)N2CCN(CCO)CC2)cc1
42.9	-29.0	O=C(CSc1nnc(C2CCCCC2)o1)N1CCCCC1
46.2	-6.6	CC(C)CCn1c(Oc2ccccc2Cl)nc2c1c(=O)n(C)c(=O)n2C
20	4.7	Nn1c(SCC(=O)NC(=O)NCc2ccccc2)nnc1C1CC1
25.4	-39.3	O=C(NCc1ccco1)c1sc2cccc(F)c2c1Cl
9.54*	71.8*	COc1ccc(CCNC(=O)CSc2nc(N)c(C#N)c(-c3cccs3)c2C#N)cc1OC
26.5	-38.5	CCCCCCNC(=O)C(C#N)c1nc2ccccc2nc1N1CCOCC1 (stereo not given)
9.86	53.9	Cc1cccc(-n2c(SCC(N)=O)nnc2-c2ccccn2)c1C
26.5	-37.0	COc1ccc(CNc2nc(SC)n[nH]2)cc1OC
22.2	-12.4	COc1ccc(OC)c(S(=O)(=O)N2CCC(C(=O)N3CCN(Cc4ccccc4)CC3)CC2)c1
16.6	54.9	CCOC(=O)c1c(NC(=O)C(F)(OC)C(F)(F)F)sc(C(=O)N2CCCCC2)c1C (stereo not given)
25.5	-31.7	O=C(COC(=O)C(O)c1ccccc1)c1ccc2c(c1)OCCO2 (stereo not given)
37.5	-2.0	CCOC(=O)C1CCCN(C(=O)N2CCOCC2)C1 (stereo not given)
32.5	-58.7	CCCCc1ccc(NC(=O)CC(C)=O)cc1
13.8	35.1	COc1ccccc1-c1c(C)nn2c(C)c(C(C)=O)cnc12
23.9	-8.3	O=C(Nc1ccccc1N1CCCC1)c1ccco1
17.9	14.7	O=C(Nc1nccs1)c1ccc(S(=O)(=O)NCC2CCCCC2)cc1
15.8	17.6	CCOC(=O)N1CCN(c2cc3nccnc3cc2F)CC1
21.1	-12.7	Cc1ccc(C(=O)CC2(O)C(=O)N(Cc3ccccc3)c3ccccc32)o1 (stereo not given)
27.3	28.3	Cn1c(Nn2cnnc2)nc2ccccc21
38.8	0.9	COc1ccc(C(=O)Nc2ccc(Cl)cc2C(=O)NCc2ccco2)cc1OC
43	-11.2	O=C(c1cccs1)n1nc(-c2ccc(Cl)cc2)nc1NCc1ccco1
160	-325.5	O=C(NC1=NCCS1)c1ccncc1
27.6	-36.9	COc1cc(NC(=O)CN2C(=O)c3ccccc3C2=O)c(C(=O)O)cc1OC
18.2	12.9	O=C1NCCc2c1[nH]c1c(Cl)ccc(Cl)c21
37.2	-11.2	CC(C(=O)c1ccc(-c2ccccc2)cc1)[n+]1ccccc1 (stereo not given)
30.6	18.7	COc1ccc2[nH]c(=O)c(CNc3ccccc3)cc2c1
23.5	21.8	CC(C)OP(=O)(OC(C)C)C1(O)C(=O)Nc2ccc(Br)cc21 (stereo not given)
34	26.6	Cc1cc(S(=O)(=O)NC2CCCC2)ccc1F
14.3	21.6	COC(=O)c1ccc(NC(=O)C2CC(=O)N(c3ccc(C)cc3)C2)cc1 (stereo not given)
39.5	-4.9	COc1ccc2[nH]c(=O)c(CN(C(=O)c3cccnc3)c3ccc(C)cc3)cc2c1
30.8	-3.0	O=C(Cn1c(=O)c2c(ncn2C2CCCC2)n(Cc2ccccc2)c1=O)N1CCc2ccccc21
36.2	-79.6	CC(=O)NC(c1ccc(F)cc1)c1cccnc1 (stereo not given)
46.7	-63.1	Cc1ccc(/C=N/n2c(C)nnc2C)s1
33.6	11.2	Cc1ccc(NC(=O)Nc2ccc(C(=O)N3CCOCC3)cc2)cc1

Three compounds from above, arranged by the number in Htt clearance grain fraction, lowest first.
Htt clearance grain fraction	Htt clearance	mol
16.6	54.9	CCOC(=O)c1c(NC(=O)C(F)(OC)C(F)(F)F)sc(C(=O)N2CCCCC2)c1C (stereo not given)
23.9	-8.3	O=C(Nc1ccccc1N1CCCC1)c1ccco1
35.4	-14.5	CCN1CCN(Cc2nc3c(c(=O)n(C)c(=O)n3C)n2CC(=O)c2ccccc2)CC1

Continuation:
Htt clearance grain fraction	Htt clearance	mol
16.8	4.3	Cc1cc(N2C(=O)CC(N3CCN(C(c4ccccc4)c4ccccc4)CC3)C2=O)no1 (stereo not given)
21.7	-13.2	NC(=O)CN1CCOCCOCCN(CC(N)=O)CCOCCOCC1
48.1	-34.6	CC1CCCN(C(=O)C2CCN(S(=O)(=O)c3cccc4cccnc34)CC2)C1 (stereo not given)
42.4	0.1	O=C(/C=N/O)Nc1ccc(F)cc1
16.8	17.6	c1cn(C23CC4CC(CC(C4)C2)C3)cn1
36	15.8	COC(=O)c1ccc(C2c3c(oc4ccc(F)cc4c3=O)C(=O)N2CCO)cc1 (stereo not given)
6.08*	83.8*	O=C(CSc1nnc(-c2ccccc2)n1Cc1ccco1)Nc1ccc(S(=O)(=O)N2CCCC2)cc1
20.8	43.4	CC(=O)Nc1ccc(S(=O)(=O)N2CCSC2c2ccc(C)cc2)cc1 (stereo not given)

Quoted at random: 2 entries already listed, in no set order.
Htt clearance grain fraction	Htt clearance	mol
15.9	14.9	Cc1cccc(C)c1NC(=O)C(c1ccccc1)N1CCOCC1 (stereo not given)
35.4	-14.5	CCN1CCN(Cc2nc3c(c(=O)n(C)c(=O)n3C)n2CC(=O)c2ccccc2)CC1

Further compounds follow.
Htt clearance grain fraction	Htt clearance	mol
17.5	20.2	COC(=O)c1[nH]c2cccc(C)c2c1NC(=O)CN1CCN(c2ccccc2OC)CC1
18	47.3	CCCN1C(=O)/C(=C2\SC(N3CCCCC3)=NC2=O)c2ccccc21
54.1	-58.8	CCOc1ncccc1C(=O)Nc1cccc(C(=O)Nc2cccc(S(=O)(=O)CCO)c2)c1
18.4	40.1	O=C(CSc1nnc(-c2ccccc2O)o1)Oc1ccc(OCc2ccccc2)cc1
13.7	23.4	COC(=O)Cc1cc(=O)n(-c2nc3ccccc3s2)[nH]1
28.6	22.2	CCOC(=O)N1CCN(C(=O)CC(C(=O)N2CCc3ccccc32)n2ccnc2)CC1 (stereo not given)
19.2	48.1	CCCC(=O)Nc1cc(C)c(NC(=O)C23CC4CC(CC(C4)C2)C3)cn1
57.6	-37.0	O=C1OCCC1Sc1nnc(-c2ccc(O)cc2)o1 (stereo not given)
25	-16.3	Cc1cc(C)nc(SCc2ccc3nonc3c2)n1
46.6	-7.3	Cc1ccc(C)c(N2CCN(C(=O)c3ccc4nc(-c5ccco5)c(-c5ccco5)nc4c3)CC2)c1
62.8	-83.9	O=C(NC1CCCCC1)NC1(C(=O)NCCCN2CCOCC2)CCCCC1
24	-8.6	CN1C(=O)C(CC(=O)Nc2ccc(F)cc2)N(CCCc2ccccc2)C1=S (stereo not given)
15.2	23.3	COc1ccccc1N1CC(O)=C(c2nc3ccccc3s2)C1=N
14.5	17.3	CCn1c(Cc2ccccc2)nnc1SCC(=O)Nc1nnc(-c2ccccc2)s1
34	-76.7	CCC(C)NC(=O)CSC1=Nc2ccccc2C2=NC(CC(=O)NCc3ccccc3)C(=O)N12 (stereo not given)
10.4	41.9	Cc1cc(NC(=O)CSc2nc(-c3ccc(Cl)cc3)cs2)no1
37.6	-0.1	CCN1C(=O)NC(c2cccnc2)C(C(=O)OC)=C1C (stereo not given)
24	-39.7	O=C(c1ccco1)N1CCN(C(=O)C2c3ccccc3Oc3ccccc32)CC1
23.1	-30.0	CC1=CC(C)=Nc2ccccc2N1
28.9	-46.7	O=C(Nc1nc(-c2ccccc2)cs1)C1CCCO1 (stereo not given)
35.9	-4.9	COc1ccc(CN(CCN2CCOCC2)C(=O)c2c(F)cccc2F)cc1OC
50.3	-19.7	Cc1ccccc1NC(=O)COc1nsnc1N1CCOCC1
57.4	-45.2	CN(N)C(=S)NCc1ccccc1
31.6	5.6	Cc1oc2c(CN(C)C)c(O)ccc2c(=O)c1-c1cscn1
50.3	-27.1	Cc1ccc(-c2nc3ncccc3o2)cc1NC(=O)c1cc2ccccc2o1
31.9	7.4	C=CCOC(=O)C1=C(C)OC(N)=C(C#N)C1c1c(C)nn(-c2ccccc2)c1Cl (stereo not given)
13	32.1	CCOC(=O)C(NC(=O)c1ccccc1)(Nc1cc(C)on1)C(F)(F)F (stereo not given)
34.5	2.4	COc1ccc(C2N(c3cc(C)on3)C(=O)C3CCCN32)cc1OC (stereo not given)
15.7	19.9	COc1cc(C(Nc2ccc3c(c2)OCO3)C(=O)NC2CCCCC2)cc(OC)c1OC (stereo not given)
8.73	54.2	COC(=O)C1C(=O)NC(SC)=C(C#N)C1c1ccccc1F (stereo not given)
23.9	18.3	Cc1ccc(N(C(=O)c2csnn2)C(C(=O)NC(C)(C)C)c2cccs2)cc1 (stereo not given)
22.9	-6.5	O=C(Nc1ccc(Cl)cc1)N1CCCC1
37.3	0.2	CN(C)S(=O)(=O)N1CCN(c2cccc(Cl)c2)CC1
